Screening results: PubChem BioAssay, several laboratories
C1s block – human complement C1s inhibition | purified C1s, fluorogenic AMC substrate, pooled mixtures | mean inhibition % of two 10-compound mixtures (stronger effect = higher value), % at 5 µM (by protocol) | 62,000 tested, 0.16% active;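 active = inhibition above 20% in each of the two 10-compound mixture wells holding the compound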;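 also: 0% = enzyme wells lacking compound mixture and 100% = no-enzyme blank wells; some compounds called inactive have numbers as strong as hits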
Target sequence (P09871 16-437 limits assumed): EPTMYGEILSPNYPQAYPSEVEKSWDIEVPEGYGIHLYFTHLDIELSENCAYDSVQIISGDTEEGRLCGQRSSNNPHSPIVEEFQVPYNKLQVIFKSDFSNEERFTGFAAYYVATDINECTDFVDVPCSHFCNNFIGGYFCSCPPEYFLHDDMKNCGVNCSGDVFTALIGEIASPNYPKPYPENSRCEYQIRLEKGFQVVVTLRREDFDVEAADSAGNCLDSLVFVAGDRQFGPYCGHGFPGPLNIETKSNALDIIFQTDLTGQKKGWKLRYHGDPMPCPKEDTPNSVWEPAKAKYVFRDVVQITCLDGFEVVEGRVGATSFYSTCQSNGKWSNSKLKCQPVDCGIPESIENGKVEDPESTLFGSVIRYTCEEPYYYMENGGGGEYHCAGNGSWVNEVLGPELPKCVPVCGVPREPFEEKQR
Target sequence (P09871 438-688 limits assumed): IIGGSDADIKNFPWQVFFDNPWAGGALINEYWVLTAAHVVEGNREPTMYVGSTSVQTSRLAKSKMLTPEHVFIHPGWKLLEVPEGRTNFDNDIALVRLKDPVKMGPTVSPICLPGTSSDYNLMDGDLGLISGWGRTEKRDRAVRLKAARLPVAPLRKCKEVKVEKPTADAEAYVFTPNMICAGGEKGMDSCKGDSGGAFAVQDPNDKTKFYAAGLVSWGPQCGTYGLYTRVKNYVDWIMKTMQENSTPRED
CatL inh – blocks human cathepsin L protease activity; 58,000 tested, 0.17% active; P07711; inhibition, %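 (tested at 10 µM)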; purified cathepsin L, fluorogenic substrate, fluorescence; in the data active = inhibition above about 45%;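 also: 0% = enzyme with no compound and 100% = no enzyme blank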
CatS block – blocks human cathepsin S protease activity | recombinant cathepsin S, AMC dipeptide fluorescence, pooled mixtures | P25774 | inhibition, %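 (tested at 5 µM per compound within 10-compound mixtures)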 | AID 501 | 62,000 tested, 0.06% active; in the data active = inhibition above about 32%, passing the limit was not always enough; inconclusive = no clear call, values can overlap the other calls;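 also: 0% = enzyme without compound and 100% = blank without enzyme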
PKA inh – PKA (human) kinase inhibition. 65,000 tested, 0.1% active. PKA Kemptide phosphorylation, Kinase-Glo ATP luminescence. AID 524. inhibition, % at 6 µM;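 active = inhibition above the screen-wide mean inhibition plus 3 SD, cut at about 21% in these data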; also: many of its hits are not listed in these tables
FXIa mix inh – factor XIa (human) inhibition, mixture screen; P03951; purified FXIa, fluorogenic substrate, pooled mixtures; inhibition, % at 5 µM; 62,000 tested, 0.19% active; AID 680;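 also: each value is inhibition by a whole ten-compound pool holding the compound; 0% = enzyme with no mixture and 100% = wells lacking enzyme; strong numbers were not always called active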
ROCK2 blocker – inhibitors of human Rho kinase 2. O75116. purified ROCK2, Kinase-Glo ATP depletion luminescence. inhibition, % at 6 µM. 60,000 tested, 0.35% active. AID 604;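 active = inhibition above the screen-wide mean inhibition plus 3 SD, cut at about 18% in these data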;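 also: plate controls were DMSO wells for no effect and Y-27632 control wells after no-enzyme background subtraction for full effect; many of its hits are not listed in these tables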
FXIIa inh mix – blocks human factor XIIa in pooled compound mixtures | P00748 | purified FXIIa, fluorogenic substrate | inhibition, % at 5 µM | 62,000 tested, 0.2% active;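 also: 0% = enzyme without compound and 100% = no enzyme blank; some results filed as inactive read as strong as hits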
JNK3 inh – inhibitors of human JNK3 kinase; P53779; purified JNK3 kinase activity, HTS; inhibition, % at 8 µM; 60,000 tested, 0.61% active; AID 746; in the data active = inhibition above about 17%;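 also: 0% = DMSO and 100% = reference inhibitor; many of its hits are not listed in these tables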
CatG inh – cathepsin G (human) inhibition; purified enzyme, AMC-tetrapeptide fluorescence, pooled mixtures; inhibition, % at 5 µM (by protocol); 62,000 tested, 0.2% active;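 active = inhibition above 20% in each of the two mixture wells holding the compound; inactive = inhibition of 20% or less in either well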;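 also: 0% = enzyme control without mixture and 100% = blank lacking enzyme; strong numbers were not always called active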
Target sequence (P08311 21-244 limits assumed): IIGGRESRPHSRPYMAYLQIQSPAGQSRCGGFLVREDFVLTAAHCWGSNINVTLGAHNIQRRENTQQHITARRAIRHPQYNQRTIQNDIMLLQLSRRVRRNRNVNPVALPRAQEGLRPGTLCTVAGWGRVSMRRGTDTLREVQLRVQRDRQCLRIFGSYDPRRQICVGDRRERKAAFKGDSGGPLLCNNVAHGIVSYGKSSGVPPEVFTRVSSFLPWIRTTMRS
An asterisk follows results filed as active; i = inactive; ? = inconclusive; . = no result given. Rule as the data show it, unless noted: active = inhibition above about 20% (passing the limit was not always enough); inactive = the rest.

SMILES | C1s block | CatL inh | CatS block | PKA inh | FXIa mix inh | ROCK2 blocker | FXIIa inh mix | JNK3 inh | CatG inh
O=C1C2CCCN2C(c2ccc(F)cc2)N1c1cccc(Cl)c1 (centres undefined) | 1 | 13 | 0 | 8 | 1 | 2 | 3 | -3 | 5
CC(NC(=O)c1cncc(Br)c1)c1ccc(S(N)(=O)=O)cc1 (centres undefined) | -13 | 7 | -13 | 8 | -1 | 5 | 3 | -7 | 5
CCS(=O)(=O)N1CCC(C(=O)NCc2cccc(OC)c2)CC1 | 15 | 20 | 10 | 8 | 1 | 2 | 5 | -4 | 10
C(=N\C(/N=C/c1ccco1)c1ccco1)/c1ccco1 | -32 | 8 | 2 | 6 | -8 | 6 | -1 | 0 | -5
O=C(O)CN(Cc1ccco1)S(=O)(=O)c1ccc(F)cc1 | 0 | 16 | 9 | -4 | 6 | 1 | 1 | 0 | 6
Cc1cc(NC(=O)CSc2ccc3c(c2)OCCO3)no1 | -27 | 0 | -29 | 8 | -4 | 2 | 5 | -6 | -8
O=C(CN1CCC(C(=O)c2ccc(F)cc2)CC1)Nc1ccccc1 | 1 | -12 | -3 | 9 | 2 | 4 | 10 | 3 | 6
CC(C)N(Cc1nc(-c2ccccc2)no1)C(=O)C(C)(C)C | -2 | 3 | 18 | -4 | 17 | -5 | -1 | 2 | 3
CCN(CC(=O)NCc1ccc(F)cc1)C(=O)C1CCN(C(=O)Nc2ccccc2)CC1 | -5 | 1 | 2 | 9 | 7 | . | 5 | . | -2
CCCOC(=O)c1cccc(NC(=O)c2cccnc2)c1 | -85 | 32 | 0 | -8 | 10 | -1 | -20 | 2 | -1
Cc1cc(-c2cc(N)n(-c3ccccc3)n2)c(C)n1C1CCCC1 | -15 | 8 | 13 | 6 | 5 | -2 | -2 | 2 | 1
Cc1ccc2c(=O)c(CN(C)C3CCN(C)CC3)c(C)[nH]c2c1C | . | -6 | . | 5 | . | -6 | . | 0 | .
CN1CSC2=C(C#N)C(c3cccc(OCc4ccccc4)c3)CC(=O)N2C1 (centres undefined) | 0 | 4 | -3 | 1 | 6 | 0 | 3 | -2 | 1
CC(C)(C)c1ccc(S(=O)(=O)n2c(CN3CCOCC3)nc3ccccc32)cc1 | -18 | 12 | 2 | 1 | -7 | . | 4 | . | 8
COc1ccc(N2CCN(CCNC(=O)c3ccc(NC(=O)C4CCCO4)cc3)CC2)cc1 (centres undefined) | 0 | 5 | -1 | 5 | -5 | . | 2 | . | 7
CC1Cc2ccccc2N1C(=O)COC(=O)c1ccc(S(=O)(=O)N(C)C)cc1 (centres undefined) | -17 | -4 | 27 | 11 | 0 | 6 | 3 | -1 | -2
CCn1c(COc2ccccc2C)nnc1SCC(=O)N1CCCCC1 | 7 | 1 | 14 | 0 | 6 | 1 | -10 | 3 | 2
O=C(Nc1ccc(S(=O)(=O)N2CCOCC2)cc1)c1ccc(Cl)s1 | -1 | 14 | 8 | 5 | -2 | 3 | -16 | -3 | 7
Cc1c(C2OC(=O)C3(CCCCC3)C(=O)C2(C)C)c(=O)n(-c2ccccc2)n1C (centres undefined) | -1 | -8 | 1 | 1 | 4 | 10 | -21 | -3 | 0
CC(C)(C)C1CCC(=O)C(C2(O)C(=O)Nc3ccccc32)C1 (centres undefined) | -53 | 15 | 17 | 3 | 4 | 5 | 14 | 5 | -2
CCc1ccc(NC(=O)CSc2nnc(Cc3cccn3C)n2-c2ccc(F)cc2)cc1 | 1 | 0 | 0 | 4 | -2 | 5 | 3 | 1 | 7
N#C/C(C(=O)NCc1ccco1)=C1/SC(Cc2ccc(Cl)cc2)C(=O)N1c1ccccc1 (centres undefined) | -4 | 13 | -1 | 7 | 9 | 9 | 6 | 3 | 6
O=C(c1ccc2c(c1)[nH]c(=S)n1c3ccccc3nc21)N1CCN(c2ncccn2)CC1 | 4 | -4 | 6 | 7 | 1 | 6 | 11 | -1 | -2
CC1=CC(C)C2C(=O)N(CCC[N+](C)(C)C)C(=O)C2C1 (centres undefined) | 28 | . | 0 | 6 | 8 | 8 | 4 | 0 | 44
CCC(=O)c1cn(CC(=O)NCc2cccnc2)c2ccccc12 | 14 | 12 | 6 | 8 | 6 | 5 | 13 | -7 | 12

Random excerpt: 3 records from the list, in no set order.
SMILES | C1s block | CatL inh | CatS block | PKA inh | FXIa mix inh | ROCK2 blocker | FXIIa inh mix | JNK3 inh | CatG inh
CCS(=O)(=O)N1CCC(C(=O)NCc2cccc(OC)c2)CC1 | 15 | 20 | 10 | 8 | 1 | 2 | 5 | -4 | 10
CC(C)N(Cc1nc(-c2ccccc2)no1)C(=O)C(C)(C)C | -2 | 3 | 18 | -4 | 17 | -5 | -1 | 2 | 3
CCC(=O)c1cn(CC(=O)NCc2cccnc2)c2ccccc12 | 14 | 12 | 6 | 8 | 6 | 5 | 13 | -7 | 12

Further results:
SMILES | C1s block | CatL inh | CatS block | PKA inh | FXIa mix inh | ROCK2 blocker | FXIIa inh mix | JNK3 inh | CatG inh
O=c1c(-c2ccc(F)cc2)coc2cc(O)ccc12 | 0 | . | 10 | 8 | 3 | -4 | 5 | 3 | -2
C=CCn1c(=N)c(C(=O)NCCCOC)cc2c(=O)n3cccc(C)c3nc21 | -107 | -236 | -4 | 9 | -19 | 2 | -20 | -2 | -8
Cc1ccc(S(=O)(=O)c2nc(N3CCOCC3)sc2Cl)cc1 | -8 | . | -6 | -7 | 2 | . | -2 | . | -3
CCOC(=O)c1cc2c(=O)n3ccccc3nc2n(Cc2ccccc2)c1=N | -76 | i | 5 | 3 | -16 | . | 16 | . | -1
COc1cc(C(O)P(=O)(OC(C)C)c2ccc(N(C)C)cc2)cc(OC)c1OC (centres undefined) | -28 | -2 | 15 | 12 | -7 | 1 | 0 | -1 | -15
CS(=O)(=O)N(CC(=O)N1CCCC1)c1ccc(OCc2ccccc2)cc1 | -27 | . | 5 | 3 | 10 | 2 | 1 | -4 | -1
O=C(CSc1nnnn1Cc1ccccc1)N1CCN(c2ccccc2)CC1 | -15 | 5 | -6 | 9 | -3 | 11 | -7 | 6 | 2
CCOCCOC(=O)C1=C(C)N(C)C(=O)NC1c1cc(Cl)c(O)c(OCC)c1 (centres undefined) | 14 | 6 | -6 | 3 | 6 | 2 | 6 | 4 | 10
O=C(O)c1cn[nH]c1-n1cnnn1 | 4 | -1 | -2 | 0 | 5 | -2 | -5 | 4 | 7
CCOC(=O)C1CCCN(C(=O)c2cn(C)c(=O)c3cc(OC)c(OC)cc23)C1 (centres undefined) | -149 | 19 | -28 | -3 | -49 | . | 2 | . | -31
CSC1=NCCN1C(=O)c1cccc(Br)c1 | 1 | 1 | 3 | 12 | 8 | 5 | -3 | -6 | 5
CSCCC(/C(O)=C(\C#N)c1nc2ccccc2[nH]1)N1C(=O)c2ccccc2C1=O (centres undefined) | 3 | 10 | -8 | 6 | 3 | 6 | 14 | -1 | 5
Cc1cccc(NC(=O)CSc2nnc(CSc3nc(C)cc(C)n3)n2Cc2ccco2)c1 | 0 | -4 | 3 | 3 | 10 | 7 | -17 | -2 | 1
Cc1oc(-c2nc3ccccc3n2C)cc1C(=O)c1ccccc1 | 7 | -2 | -3 | -7 | 16 | -15 | 4 | -4 | 2
COc1ccc(CCNC(=O)C2CCN(S(=O)(=O)c3cc(OC)ccc3OC)CC2)cc1 | 7 | 46* | 20 | 2 | 7 | 5 | 0 | -4 | 11
COC(=O)c1ccc(CS(=O)(=O)c2ccccc2C)o1 | 10 | 10 | 22 | -2 | 4 | 3 | -1 | -6 | 47
CNC(=O)N(C1=NCC(C)(C)S1)c1ccc(F)c(Cl)c1 | 0 | . | 2 | -10 | 7 | -1 | -8 | -1 | 0
O=C(Nc1ccc2c(c1)OCCO2)c1cnc2n(c1=O)CCS2 | -6 | 32 | ? | 5 | -5 | 2 | 9 | -1 | -9
Cc1cc(C(=O)OCc2nc3ccccc3s2)c(C)o1 | 18 | 20 | -2 | 10 | 6 | 9 | 6 | 1 | 8
Clc1ccc(-c2nn3c(C4COc5ccccc5O4)nnc3s2)cc1 (centres undefined) | 6 | 0 | 9 | 0 | -5 | 6 | 6 | -5 | 10
Cc1ccc(C(=O)CCNc2ccc(F)c(Cl)c2)o1 | 13 | 3 | 24 | 14 | 7 | 5 | 3 | -2 | 11
O=C1CC(SCCO)C(=O)N1c1ccc(Oc2ccccc2)cc1 (centres undefined) | 4 | 0 | -4 | 5 | 7 | 0 | 11 | 1 | 6
CCS(=O)(=O)NCCCc1ccccc1 | 15 | -1 | 6 | 2 | 1 | -1 | -19 | -11 | 14
C=C(c1ccc(O)cc1)c1ccc(O)cc1 | 1 | 2 | 40 | 6 | 8 | 6 | -15 | 5 | 7
COc1ccccc1NC(=O)COc1cccc(-n2cnnn2)c1 | 16 | 24 | 8 | 7 | 2 | -4 | -4 | 9 | 13
The listing continues:
SMILES | C1s block | CatL inh | CatS block | PKA inh | FXIa mix inh | ROCK2 blocker | FXIIa inh mix | JNK3 inh | CatG inh
C=CCSc1nnc2n(CCc3ccccc3)c(=O)c3c4c(sc3n12)COC(C)(C)C4 | 6 | -2 | -11 | -1 | 12 | 1 | 3 | -2 | 12
O=C(NCCOC(=O)C1COc2ccccc2O1)C1COc2ccccc2O1 (centres undefined) | 11 | 28 | 1 | 2 | 4 | 2 | 2 | -5 | 10
Cn1cc(S(=O)(=O)N2CCC(Cc3ccccc3)CC2)c(=O)n(C)c1=O | -16 | 20 | 6 | 6 | -9 | 3 | -16 | -5 | 8
Cc1cccc(N2C(=O)CC(Sc3nc(C)c4c(n3)CCCC4)C2=O)c1 (centres undefined) | -13 | -1 | 7 | -1 | -3 | 2 | -7 | -1 | -7
Nn1c(SC/C=C/c2ccccc2)nnc1-c1ccccn1 | 0 | 21 | 14 | -6 | 8 | . | 14 | . | 1
O=S(=O)(c1ccccc1)c1nc(-c2ccco2)oc1NCc1ccco1 | -22 | -8 | -5 | 0 | 6 | 2 | 7 | 2 | 11
CCOC(=O)N1CCN(C(=O)c2cc3c(=O)[nH]c4ccccc4c3s2)CC1 | -6 | -14 | 4 | -1 | 4 | -4 | 7 | 2 | 9
Cc1cc(SCC#N)n2nc(C)c(-c3ccccc3)c2n1 | 2 | 48* | 1 | -2 | 10 | -6 | 17 | -4 | 4
Cc1ccc2nsnc2c1S(=O)(=O)N1CCN(Cc2ccc3c(c2)OCO3)CC1 | 15 | 10 | 2 | 11 | 4 | 4 | 7 | -1 | 17
CCC1(CC)Cc2ccccc2C(N)=C1C#N | 12 | 23 | 8 | 4 | 4 | 5 | 6 | -1 | 13
CCOCCCN1C(=O)CN(C2CCCCC2)C(=O)C1c1ccc(OC)c(OC)c1 (centres undefined) | 12 | . | 2 | 6 | 11 | . | 2 | . | 11
O=C(Nc1ccccc1C(F)(F)F)N1CCN(c2ccc3nncn3n2)CC1 | -7 | 0 | 20 | 4 | 2 | 1 | 28 | -2 | -1
CC(=O)Nc1ccc(NS(=O)(=O)c2cc(C)sc2C)cc1 | 4 | 2 | -6 | -2 | 3 | 2 | 7 | 2 | 10
CCOC(=O)N1CCN(c2nc(C)c3c(n2)CC(C)CC3=O)CC1 (centres undefined) | -2 | -6 | 16 | 7 | 8 | 5 | 11 | 4 | 4
CCn1c(SCC(=O)c2ccc3c(c2)OCCO3)nnc1-c1ccco1 | -1 | -3 | -5 | 5 | 4 | 3 | -3 | 6 | 11
CC1Cc2ccccc2N1C(=O)CSc1nnc(-c2ccc(S(=O)(=O)N3CCCCC3)cc2)o1 (centres undefined) | 6 | 9 | -7 | 2 | 6 | -4 | -17 | -7 | 6
CCS(=O)(=O)c1nc2ccccc2n1CC(=O)N1CCCCC1 | -1 | 7 | 11 | 7 | 5 | 7 | -5 | -1 | 1
O=C(NC1CCCC1)c1cnc2n(c1=O)CCS2 | -1 | 2 | -2 | 0 | -2 | 2 | 2 | 0 | -3
Cc1ccc(CN2C(=O)CCC2C(=O)NCCCN2CCC(C)CC2)cc1 (centres undefined) | 10 | 4 | 10 | 8 | 7 | 6 | 8 | -1 | 10

Compounds were not picked by outcome (roughly 1.5% active in at least one column).
